KDM5B inh: KDM5B demethylase inhibition; Q9UGL1; KDM5B demethylase, FDH-coupled NADH fluorescence (FDH is formaldehyde dehydrogenase); Potency, µM (highest dose often 57.7 µM), without a hit: top-dose activity change, negative = inhibition, most hits filed as inhibitors; 220,000 tested, 2.6% active; AID 1347165; active = well fitted inhibition curve with a large enough effect; inconclusive = small, poorly fitted or top-dose-only effect; inactive = no such curve, though single readings can be large or run the other way; also: 0% is about no effect; nearly all actives have a fitted effect of over 70% in size
Target sequence (Q9UGL1 whole entry, looked up): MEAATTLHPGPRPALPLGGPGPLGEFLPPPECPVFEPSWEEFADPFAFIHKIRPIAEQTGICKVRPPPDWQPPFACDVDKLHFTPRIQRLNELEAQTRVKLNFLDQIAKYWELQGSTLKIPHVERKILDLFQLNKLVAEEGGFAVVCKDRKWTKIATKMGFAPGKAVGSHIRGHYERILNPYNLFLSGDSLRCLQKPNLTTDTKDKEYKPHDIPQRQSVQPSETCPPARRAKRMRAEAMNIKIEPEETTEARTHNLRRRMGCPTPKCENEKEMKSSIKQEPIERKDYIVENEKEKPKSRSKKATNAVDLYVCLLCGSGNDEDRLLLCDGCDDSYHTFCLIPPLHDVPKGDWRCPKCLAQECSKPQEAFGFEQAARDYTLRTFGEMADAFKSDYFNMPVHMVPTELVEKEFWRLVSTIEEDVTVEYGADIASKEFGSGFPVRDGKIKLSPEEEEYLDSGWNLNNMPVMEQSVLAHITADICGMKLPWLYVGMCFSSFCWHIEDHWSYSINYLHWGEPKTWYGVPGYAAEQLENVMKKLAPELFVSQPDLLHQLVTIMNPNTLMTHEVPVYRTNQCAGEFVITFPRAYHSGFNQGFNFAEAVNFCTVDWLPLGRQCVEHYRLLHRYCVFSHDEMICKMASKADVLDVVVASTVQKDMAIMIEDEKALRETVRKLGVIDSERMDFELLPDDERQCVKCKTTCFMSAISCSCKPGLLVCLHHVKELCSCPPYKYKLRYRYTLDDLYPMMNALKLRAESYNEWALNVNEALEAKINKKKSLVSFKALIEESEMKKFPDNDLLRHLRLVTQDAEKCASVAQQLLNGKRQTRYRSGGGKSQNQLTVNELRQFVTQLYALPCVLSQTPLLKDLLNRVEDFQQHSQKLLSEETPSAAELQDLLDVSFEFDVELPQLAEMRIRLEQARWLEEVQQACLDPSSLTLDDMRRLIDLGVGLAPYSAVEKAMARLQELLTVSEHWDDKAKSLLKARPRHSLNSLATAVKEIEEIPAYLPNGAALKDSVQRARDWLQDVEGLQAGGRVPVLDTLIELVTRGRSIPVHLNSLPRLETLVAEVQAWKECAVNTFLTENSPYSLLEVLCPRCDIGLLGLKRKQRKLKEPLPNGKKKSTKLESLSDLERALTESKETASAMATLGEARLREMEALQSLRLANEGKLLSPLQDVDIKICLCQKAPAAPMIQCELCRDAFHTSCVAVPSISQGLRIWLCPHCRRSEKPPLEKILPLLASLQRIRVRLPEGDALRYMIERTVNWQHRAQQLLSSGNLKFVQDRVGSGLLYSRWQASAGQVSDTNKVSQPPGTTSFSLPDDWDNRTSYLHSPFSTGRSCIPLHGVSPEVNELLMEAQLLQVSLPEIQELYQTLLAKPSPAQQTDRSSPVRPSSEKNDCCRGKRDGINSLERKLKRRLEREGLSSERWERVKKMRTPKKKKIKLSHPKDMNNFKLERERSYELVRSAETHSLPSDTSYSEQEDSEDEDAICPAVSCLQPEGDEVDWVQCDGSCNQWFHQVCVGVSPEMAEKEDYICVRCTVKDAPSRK
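Measured: NADH fluorescence change, 30 min, RT. System: KDM5BΔAP 200 nM final, H3K4me3 peptide, α-KG, Fe(II), ascorbate, NAD⁺ plus FDH, pH 7.5 HEPES. Compounds: titrated, 10 min pre-incubation with enzyme.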
* hit, by the source's call; i = inactive; ? = inconclusive; [ ] = another dose, or the depositor's remark. Potency is read from the fitted curve at half-maximal effect.

nr | SMILES | KDM5B inh
1 | CC(C)c1noc(-c2cn(C3CCCN(C(=O)c4cccc5[nH]ccc45)C3)nn2)n1 (stereo not drawn) | 18µM*
2 | CCOc1ccc(CNC(=O)Cn2cc3c(n2)-c2c(oc(C(=O)N4CCCC4)c2C)CC3)cc1 | ?
3 | COc1cc(F)ccc1-c1ccc2c(n1)c(=O)ncn2Cc1ccccc1 | 35µM*
4 | O=C(CCn1cnnn1)Nc1cc(C(F)(F)F)cc(C(F)(F)F)c1 | -27%
5 | CC(O)CN(c1ccccc1)S(=O)(=O)c1cc(C(=O)O)cc2c1CCC2 (stereo not drawn) | 14%
6 | CN(C)CCNC(=O)c1cc2ccccc2oc1=O | ?
7 | Cc1noc(-c2nc(Cc3ccc(F)cc3)no2)n1 | 7%
8 | CCOc1ccc(CN(C)C(=O)Cn2cnc3c(cnn3C)c2=O)cc1OC | 14%
9 | Cc1ccccc1N(C)C(=O)c1noc2c1COc1ccccc1-2 | ?
10 | CC1CS(=O)(=O)N(c2ccc(S(=O)(=O)NCc3ccc(Cl)cc3)cc2)C1=O (stereo not drawn) | -1%
11 | O=C(CCc1ccsc1)NC1CCCc2nc(-c3ccccc3)ncc21 (stereo not drawn) | 1%
12 | N#Cc1ccc(C(=O)Nc2ccc(-c3nnc4n3CCCC4)cc2)cc1 | -28%
13 | Cc1cc(F)ccc1S(=O)(=O)N1CCCOC1CNC(=O)C(=O)NCCCN1CCOCC1 (stereo not drawn) | 12%
14 | COc1cc(/C=C/c2nc3cc(Cl)ccc3c(=O)n2-c2cccc(C(F)(F)F)c2)cc(OC)c1OC | 3%
15 | COCCN1C(=O)c2cccn2CC1CNC(=O)c1ccc(C)nc1 (stereo not drawn) | -2%
16 | COc1ccc(CNC(=O)c2ccc(CNS(=O)(=O)c3ccc(OC)cc3)cc2)cc1 | -10%
17 | CCCn1cc(C(=O)N2CCC(n3cccc3)CC2)c2ccccc21 | -5%
18 | C=CCNC(=O)c1cn2c(n1)CN(C(=O)c1cccnc1)CC2 | 24%[149 µM]
19 | COc1ccc(-c2cnc(CCC(=O)N3CCS(=O)CC3)o2)cc1 | 3%
20 | COCC(=O)N[C@H]1CCN2C(=O)N(c3ccc(OC(F)(F)F)cc3)C(=O)[C@@H]2C1 | -2%[86.2 µM]
21 | Cc1nn(C(C)C(=O)NCc2ccco2)c(=O)c2c1sc1ccccc12 (stereo not drawn) | -20%
22 | Cn1c(Oc2ccc3c(c2)OCO3)nc2c1c(=O)n(Cc1ccccc1)c(=O)n2C | 22%
23 | CCN(CC)CCNCC1C(=O)O[C@@H]2C[C@@]3(C)CCC[C@H](C)C3=C[C@H]12 (stereo partly drawn) | ?
24 | COc1cc(/C=C/C(=O)O)c(Br)cc1OCCc1ccccc1 | ?
25 | COc1ccc(C(=O)Cn2c(N3CCCCCC3)nc3c2c(=O)n(C)c(=O)n3C)cc1 | 16%
26 | Cc1ccccc1NC(=O)CSC1=Nc2ccccc2C2=NC(CCC(=O)NCc3ccccc3)C(=O)N12 (stereo not drawn) | 4%
27 | CCCn1c2ccccc2c2cnn(CC(=O)O)c(=O)c21 | ?
28 | O=C(Cc1ccccc1Br)N1CCN(c2cc(-c3cccs3)[nH]n2)CC1 | ?
29 | O=C(NCCC1CCN(C(=O)Nc2ccccc2)CC1)c1cccs1 | -29%
30 | Cc1ccccc1C(=O)Nc1nnc(S(=O)(=O)N2CCCc3ccccc32)s1 | -3%
31 | COc1ccc2oc(=O)c(-c3nc(-c4cc(OC)c(OC)c(OC)c4)no3)cc2c1 | ?
32 | C=CCNC(=S)NNC(=O)Nc1ccccc1 | -24%
33 | O=C(NC1CCCc2ccccc21)c1ccc2c(Cl)c3c(nc2c1)CCCC3 (stereo not drawn) | 21%
34 | COC1CCC(C(=O)N2CCc3c(n(CCOc4ccccc4)n(-c4ccccc4)c3=O)C2)CC1 (stereo not drawn) | 11%
35 | COc1ccccc1CN1CCN(C2CCN(C(=O)NC(C)C)CC2)C(=O)C1=O | 10%
36 | O=S(=O)(NCC(c1ccco1)N1CCN(c2ccccc2)CC1)c1ccccc1 (stereo not drawn) | ?
37 | COc1ccc(-c2c(-c3ccc(OCCN4CCC(C(N)=O)CC4)cc3O)n[nH]c2C)cc1 | -10%
38 | COc1ccc(Cl)cc1-c1ccc2c(c1)C(=O)N1CCN(C(C)=O)C[C@@H]1C(=O)N2 | ?
39 | COc1ccccc1OCCNC(=O)CCC[C@@H]1[C@H]2CCCN3CCC[C@@H](CN1C(C)=O)[C@@H]23 | -19%
40 | O=C1NC2(CCCCC2)C(=O)N1CC(=O)N1CCc2ccccc21 | 29%
41 | CCCCCC(C)NS(=O)(=O)Cc1ccc([N+](=O)[O-])cc1 (stereo not drawn) | -20%
42 | CCOCC(=O)N1CCC(N2C(=O)C3(CCCCC3)C2c2ccncc2)CC1 (stereo not drawn) | -35%
43 | Cc1ccc(C(=O)N2CCCN(S(=O)(=O)c3ccccc3)CCC(=O)NCC2)s1 | -7%
44 | Cc1cc(=O)oc2cc(OCC(=O)N3CCc4sccc4C3c3ccccc3)ccc12 (stereo not drawn) | ?
45 | c1ccc(-n2cc(CN3CCCC3c3nc4ccccc4s3)nn2)cc1 (stereo not drawn) | 2%
46 | Cc1ccc(C)c(Cn2c(N3CCC(C(=O)N4CCC5(CC4)OCCO5)CC3)nc3ccccc32)c1 | -9%
47 | COc1ccc(-c2noc(CC3CCN(C(=O)c4cc(F)ccc4F)CC3)n2)cc1 | -18%
48 | O=C1CCC2(C(=O)NCC3CC3)CCCC=C2N1c1ccccc1 (stereo not drawn) | ?
49 | O=C(NC(c1ccccc1)c1ccccc1)c1cc2ccccc2oc1=O | 19%
50 | Cc1ccccc1CC(=O)N1CCN(c2cc(-c3cccs3)[nH]n2)CC1 | ?
51 | O=C(NCc1cccc(F)c1)C1=NO[C@@H]2CN(Cc3ccc(F)cc3)C[C@H]12 | -10%[86.2 µM]
52 | CCOC(=O)c1ccc2ncc(C(=O)OCC)c(Nc3cc(C)ccc3OC)c2c1 | 15%
53 | Cc1ccccc1NC(=O)c1cnc2c(c1)N(Cc1ccccc1)CCC2 | 40µM*
54 | CC1(C(=O)NC2CC2)CCCc2cnc(Nc3cccnc3)nc21 (stereo not drawn) | 10%[86.2 µM]
55 | O=C(NCC1CCCO1)c1cccc2ccccc12 (stereo not drawn) | 9%
56 | CN(C)S(=O)(=O)c1ccc(N/C=C(\[N+](=O)[O-])S(=O)(=O)c2ccccc2)cc1 | -2%
57 | O=c1oc2ccccc2c(NC2CCCC2)c1NS(=O)(=O)c1ccc(Br)s1 | -10%
58 | Cn1c(=O)c2c(ncn2CCOCCOc2ccccc2)n(C)c1=O | 3%
59 | CSc1cccc(NC(=O)c2ccc3c(c2)OCC(=O)N3)c1 | ?
60 | CCn1c(SCC(=O)OC(C)C)nnc1-c1ccccc1 | 29%

Next part.
nr | SMILES | KDM5B inh
61 | COc1ccc(-c2onc(C)c2C(=O)NCCc2ccc(F)cc2)cc1 | ?
62 | COc1ccc(C)cc1NC(=O)C(CCSC)NS(=O)(=O)c1ccc2c(c1)oc(=O)n2C (stereo not drawn) | -14%
63 | Cc1ccc2c(C)c(C(=O)N(Cc3ccc(Cl)cc3)C3CCS(=O)(=O)C3)oc2c1 (stereo not drawn) | -13%
64 | CC(=O)N1CCCN(c2ncnc3c2CN(C2CCCNC2)C(=O)CN3C)CC1 (stereo not drawn) | 50µM*
65 | CN(C(=O)COC(=O)c1ccccc1-c1nc2ccccc2s1)C1CCCCC1 | -1%
66 | COc1cc(-c2nnc(SCC(=O)N3CCCc4ccccc43)o2)cc(OC)c1OC | 1%
67 | COCCN1C[C@H]2CN(C(=O)c3ccno3)CCN2C1=O | 25%[86.2 µM]
68 | CC(C)C[C@@H](NC(=O)C1=C[C@@H](NS(=O)(=O)c2cccc(C(F)(F)F)c2)[C@@H](O)[C@H](O)C1)C(N)=O | ?
69 | Cc1ccccc1COc1ccccc1C(=O)O | 5%
70 | Cc1cccc(N2CCN(C(=O)Cn3ncc4c5ccccc5n(C)c4c3=O)CC2C)c1 (stereo not drawn) | -6%
71 | COc1ccc(-c2noc(CCCC(=O)Nc3ccc(S(=O)(=O)N4CCCCCC4)cc3)n2)cc1 | -14%
72 | CCOC(=O)N1CCc2c(sc3c2c(=O)n(CCc2ccccc2)c(=O)n3Cc2c(F)cccc2Cl)C1 | -3%
73 | Cc1[nH]ncc1CNC(=O)c1ccc(CC2CCN(S(C)(=O)=O)CC2)cc1 | 10%
74 | Cc1ccc(C(=O)N2CCC3(CC2)N=C(c2ccc(Br)cc2)NO3)cc1 | -15%
75 | COCC1CCN(C(=O)CC(c2ccccc2)c2ccccc2C)CC1 (stereo not drawn) | 23%
76 | COCCn1c(=O)n([C@H]2CCCN(C(=O)C3CCCCC3)C2)c2ncccc21 | 11%
77 | COc1ccc(-c2csc(N3N=C(C)CC3c3cccc(OC)c3OC)n2)cc1 (stereo not drawn) | ?
78 | Cc1cc(SCC(=O)NC(=O)NC2CC2)nc2ccccc12 | 3%
79 | COc1ccc(OC)c(NC(=O)c2c(OC)cc(=O)n3c2CCCC3)c1 | 30%[activator]
80 | COc1ccccc1C(=O)NCc1nnc2cc(-c3nc(C(C)C)no3)ccn12 | 22µM*
81 | COc1cc(CN2CCC(C)(c3noc(C4CCOCC4)n3)CC2)ccc1OC(C)C | -13%
82 | Cc1cc(C)nc(N/N=C/c2ccc([N+](=O)[O-])cc2)n1 | -7%
83 | Cc1noc(Cn2cnc3ccc(Br)cc3c2=O)n1 | 16%
84 | CCn1c(SCC(=O)Nc2ccnn2C2CCCC2)nnc1C1CC1 | -5%
85 | O=C(NC1CC1)c1ccc2nnc(C3CC3)n2c1 | 100µM*
86 | Cc1noc(C)c1C(=O)N1CCN(c2cccc(C=O)c2)C(=O)C1 | 1%[149 µM]
87 | Cc1noc(-c2ccc(-c3noc(-c4ccc([N+](=O)[O-])c(C)c4)n3)cc2)n1 | ?
88 | Cn1c(=O)[nH]c(=O)c2c1nc(Nc1cc(Cl)ccc1Cl)n2CC(=O)O | -4%
89 | CN(C)S(=O)(=O)c1ccc(-c2nc(C#N)c(NCCCN3CCOCC3)o2)cc1 | i
90 | CCCCOc1cccc(C(=O)Nc2ccc3oc(-c4ccncc4)nc3c2)c1 | ?
91 | CCn1cc(S(=O)(=O)N2CCC3(CC2)CCC(O)(CN(C)C)CC3)cn1 | -24%
92 | CN(c1ccc(F)cc1)C1CN(C(=O)OC(C)(C)C)C1 | -7%[149 µM]
93 | CCCOc1ccc(CN2C[C@@H](CO)[C@H](c3ccccn3)C2)cc1 | -25%
94 | Cc1nc(C)c(C(=O)N2CCC(C(=O)N3CCCCCCNC(=O)CC3)CC2)s1 | -3%
95 | COc1ccc2cc(CNC(=O)C(C)C)ccc2c1 | 9%
96 | Cc1ccc(-n2c(N)cc(=O)nc2SCC(=O)N2CCN(c3ccccc3)CC2)cc1 | 25%
97 | CCC(C(=O)Nc1ccc(C(=O)OC)cc1)n1nc(-c2ccc(C)c(C)c2)ccc1=O (stereo not drawn) | ?
98 | O=C1NCCCCCCN(S(=O)(=O)c2ccc3c(c2)OCCO3)[C@H]2CCCC[C@@H]12 | -6%
99 | Cc1[nH]c2ccccc2c1C(=O)C(=O)NC1CC(=O)N(c2cccc(F)c2)C1 (stereo not drawn) | -19%
100 | CN(CCCN)C1CCCCC1 | -13%
101 | COCC1CN(C(C)=O)CC12CCN(Cc1sccc1C)CC2 (stereo not drawn) | -12%
102 | CCCCN1C(=O)C2(CCN(C(=O)CC(C)(C)C)CC2)Nc2ccccc21 | -1%
103 | Cc1ccc2c(c1C)NC(C)CC2C (stereo not drawn) | ?
104 | Cn1c(=O)n(CCC(=O)NCc2nnc3n2CCC3)c2ccccc21 | 2%
105 | COc1cc2nc(Cl)nc(N3CC4CCC(C3)N4CC(F)(F)F)c2cc1OC | -23%[115 µM]
106 | O=C(CN1C(=O)CSc2ccc(S(=O)(=O)N3CCCCC3)cc21)NCc1ccc(F)cc1Cl | -17%
107 | COc1ccc(C(=O)c2c(N)c(-c3nc(-c4ccc5c(c4)OCO5)cs3)c3ccccn23)cc1 | ?
108 | COc1ccc(CC(=O)NO)cc1OC | 9%
109 | Cc1ccccc1-c1nnc(CN2CCN(c3ccccn3)CC2)o1 | -18%
110 | CCOc1ccc(NC(=O)Nc2ccc3nc(N4CCOCC4)cc(C)c3c2)cc1 | -12%
111 | CC1=C(C(N)=O)C(c2cccc(C)c2)n2nc(-c3cccc(C)c3)nc2N1 (stereo not drawn) | ?
112 | Cn1c(=O)c2ccccc2n(CC(=O)NC2CCCCC2)c1=O | -16%
113 | Cc1ccc(CCNC(=O)C(C)n2nc(C)c3c(C)n(-c4ccc(C)cc4)nc3c2=O)cc1 (stereo not drawn) | ?
114 | O=[N+]([O-])c1cc(C(F)(F)F)ccc1NC1CCN(Cc2ccccc2)C1 (stereo not drawn) | -4%

Not all compounds are listed; the hit share may differ from the screen's.
